Screening results deposited in PubChem BioAssay by several laboratories.
HSF1 inhib = HSF1 inhibition; activity change, negative = inhibition, % at 7.5 µM (by protocol); 300,000 tested, 0.77% active; AID 2098; NIH3T3-HGL HSE-luciferase, MG132-induced, luminescence 8 h; stronger effect = lower value;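 active means more than half of replicate wells show activity change below -50%, luminescence cut by over half; inconclusive means some wells, but at most half, below -50%; inactive means no replicate well below -50%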;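 further: luciferase reports HSF-1 transcriptional activity via heat shock element; 0% = median of DMSO wells and -100% = zero luminescence signal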
GSK3B inh = human GSK3beta kinase inhibition; GST-GSK3beta kinase, ADP-Glo luminescence, 60 min; stronger effect = lower value; activity score (negative = inhibition), % at 10 µM; P49841; 300,000 tested, 0.038% active; AID 2097;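 active means more than half of replicate wells score below -50%, meaning over 50% inhibition versus plate controls; inconclusive means some replicates but at most half score below -50%; inactive means no replicate scores below -50%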;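 further: 0% = median DMSO wells and -100% = median GW8510 positive control wells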
Target sequence (P49841 whole entry, looked up): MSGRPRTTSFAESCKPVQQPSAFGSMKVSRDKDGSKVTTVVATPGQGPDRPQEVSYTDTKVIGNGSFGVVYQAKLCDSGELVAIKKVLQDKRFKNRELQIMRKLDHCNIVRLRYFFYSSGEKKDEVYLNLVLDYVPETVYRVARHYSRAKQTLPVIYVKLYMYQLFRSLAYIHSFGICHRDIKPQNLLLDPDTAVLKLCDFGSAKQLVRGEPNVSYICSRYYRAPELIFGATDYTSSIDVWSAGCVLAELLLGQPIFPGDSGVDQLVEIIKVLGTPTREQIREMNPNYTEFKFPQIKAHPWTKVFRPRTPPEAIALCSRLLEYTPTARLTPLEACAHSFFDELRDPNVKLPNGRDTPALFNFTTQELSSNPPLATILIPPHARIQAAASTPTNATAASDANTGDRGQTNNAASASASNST
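Test system: GST-tagged human GSK3beta kinase, cell-free; evaluation: activity score scaled between in-plate DMSO and GW8510 controls; measured by: ADP-Glo luminescence; incubation: 60 min reaction, RT; benchmarks: DMSO and 20 µM GW8510; reagent: peptide substrate plus 25 µM ATP (final); medium: Tris/MgCl2 kinase buffer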
AI-2 QS modul = modulators of Vibrio harveyi AI-2 quorum sensing system; Vibrio harveyi JMH597 AI-2 luminescence/OD600 ratio, 9 h; stronger effect = lower value; strain lacks LuxN and CqsS sensors; 0 = neutral-control median; activity change, % at 7.5 µM; 300,000 tested, 0.4% active; in the data active means activity change below about -75%, passing the limit was not always enough; inconclusive means no clear call, values can overlap the other calls;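 further: luminescence divided by OD600 gain over 9 h not by final OD600 alone; inactives centre near 13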
HIF act = HIF pathway transcriptional activation. activation, % at 7.5 µM (by protocol). 300,000 tested, 0.32% active. AID 1910. U2OS HRE-luciferase reporter, luminescence; normalized: DMSO 0%, desferrioxamine 100%;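 active means mean activation of at least 10% of the iron chelator positive control signal, with at least half of replicates also reaching 10%; inconclusive means mean and replicate majority disagree about reaching 10%; inactive means mean and most replicates under 10%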
HSF-1 act = increases HSF-1 driven luciferase reporter signal. NIH3T3-HGL HSF-1 luciferase reporter, MG132, 8 h; 100% = twice DMSO control signal. activation, % at 9 µM. 300,000 tested, 1.7% active;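 active means mean replicate activation of at least 50% with a set share of replicates each reaching 50%; inconclusive means only one of those two conditions met; inactive means mean below 50% and too few replicates reaching it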;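 further: 0% = median of the neutral control wells and 100% = twice that signal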
HSP90 inh = HSP90 refolding inhibition in rabbit reticulocyte lysate | inhibition, % at 5.6 µM | 290,000 tested, 0.91% active | luciferase refolding luminescence, 3 h | AID 1789;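 active means inhibition above the screen-wide mean plus 3 SD, computed separately per campaign, cut at about 16% in these data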;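 further: 0% = DMSO wells and 100% = 60 µM geldanamycin wells; inhibitors lower the luminescence because luciferase stays unfolded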
KLF5 inhibitor = suppresses KLF5 promoter-driven expression; DLD-1 KLF5 promoter-luciferase reporter, luminescence; inhibition, % at 5 µM; 290,000 tested, 0.23% active; AID 1700;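 active means inhibition above a per-plate limit of that plate's mean compound inhibition plus 3 SD, cut at about 60% in these data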;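 further: 0% = DMSO wells and 100% = LY294002 at 200 µM; higher means less KLF5 promoter-driven luciferase light; inactives centre near -14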
GSK3 alpha inh = human GSK-3 alpha kinase inhibition; inhibition, % at 10 µM; ADP-Glo luminescence, 60 min; 320,000 tested, 0.1% active;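 in the data active means inhibition above about 50%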;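 further: GST-tagged GSK-3 alpha with peptide substrate and 25 µM ATP; 0% = DMSO neutral wells and 100% = GW8510 positive control wells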
Target sequence (P49840 whole entry, looked up): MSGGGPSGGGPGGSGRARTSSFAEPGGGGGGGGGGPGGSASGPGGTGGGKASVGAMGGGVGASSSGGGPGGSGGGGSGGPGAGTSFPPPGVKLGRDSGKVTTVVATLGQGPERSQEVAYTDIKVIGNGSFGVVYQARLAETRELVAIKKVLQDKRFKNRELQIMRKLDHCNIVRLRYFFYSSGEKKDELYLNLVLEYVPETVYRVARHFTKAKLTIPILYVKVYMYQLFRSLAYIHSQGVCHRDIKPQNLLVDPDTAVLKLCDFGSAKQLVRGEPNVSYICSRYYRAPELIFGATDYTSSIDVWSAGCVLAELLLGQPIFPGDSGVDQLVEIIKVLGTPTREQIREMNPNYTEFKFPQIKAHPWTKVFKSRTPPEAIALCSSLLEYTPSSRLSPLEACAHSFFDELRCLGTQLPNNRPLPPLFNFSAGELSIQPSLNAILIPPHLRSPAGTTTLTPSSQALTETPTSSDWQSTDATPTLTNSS
aSyn 5UTR inh = 5' untranslated region of α-synuclein, MLPCN primary screen. alpha-synuclein 5'UTR reporter, inhibitor activity. inhibition, % (tested at 7.5 µM). 300,000 tested, 0.82% active; in the data active means inhibition above about 60%; inconclusive means no clear call, values can overlap the other calls;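 further: H4 neuroglioblastoma cells stably carrying SNCA 5'UTR luciferase fusion; 0% = DMSO wells and 100% = positive control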
IEC-6 tox = counter-screen for KLF5 inhibitors: cytotoxicity in IEC-6 cells; 290,000 tested, 0.78% active; inhibition, % at 5 µM; IEC-6 cytotoxicity, luminescence viability; in the data active means inhibition above about 22%;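 further: 0% = plate median of test compound wells and 100% = cytotoxic reference compound wells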
Numbers without * were called inactive; ? = inconclusive; . = no result given. Random draw from the library; any-hit rate near 4.7%.

Molecule	HSF1 inhib	GSK3B inh	AI-2 QS modul	HIF act	HSF-1 act	HSP90 inh	KLF5 inhibitor	GSK3 alpha inh	aSyn 5UTR inh	IEC-6 tox
CN(C)c1ccc(CNS(=O)(=O)c2ccc3c(c2)NC(=O)CS3)cc1	1	6	35	0.2	11	-3	-11	-3	4	-4
COc1cccc(C(=O)N2CCN(Cc3ccccc3C(F)(F)F)CC2)c1	-3	4	21	0.0	-6	2	-10	-2	9	4
CC1=C(C(=O)Nc2cccc(C(=O)N3CCC(C(N)=O)CC3)c2)SCCO1	5	0	4	0.1	5	-1	-8	1	-32	-3
COc1ccc(Cl)cc1S(=O)(=O)Nc1cccc(C(=O)O)c1	-4	0	13	-0.2	0	3	-2	-7	34	8
CCc1ccc(C2CC(c3ccc(F)cc3)Nc3nc(N)nn32)cc1 (stereo unspecified)	-16	-4	-8	0.0	-15	-1	10	.	0	0
COc1ccc(NC(=O)C2CC(=O)N(c3cccc(C)c3C)C2)cc1 (stereo unspecified)	-1	-4	7	-1.0	12	-1	-17	-2	18	1
Nc1ccc(-c2nc3ccc(C(=O)O)cc3s2)cc1	-41	-1	53	-3.7	-50	100*	109*	8	95*	-3
CC(C)(C)C(=O)NC1=NCCS1	.	4	15	.	.	4	-9	-3	.	4
COc1cccc(NC(=O)CSc2nc3c(oc4ccccc43)c(=O)[nH]2)c1	17	9	3	0.3	31	-1	-37	-1	1	5
O=C(C1CCN(c2ncnc3c2nc2n3CCCCC2)CC1)N1CCN(c2ccc(F)cc2)CC1	5	2	22	-0.3	13	-1	-14	1	16	-7
COc1ccc(S(=O)(=O)N(Cc2ccccc2)c2ccccc2C(=O)N2CCOCC2)cc1	0	2	13	0.8	-5	1	5	-3	-20	1
O=C(Cc1ccc(Cl)cc1)NCCN1CCCC1	5	-2	15	-1.8	11	-3	-22	3	1	-4
O=C(NC1CC1)C1CCN(c2ccc(S(=O)(=O)N3CCOCC3)cc2)CC1	-1	-5	14	-0.3	-5	2	-11	.	10	2
CCOc1ccc(NC(=O)C2CCN(S(=O)(=O)c3ccc4c(c3)NC(=O)C(C)S4)CC2)cc1 (stereo unspecified)	-11	1	29	-0.3	-21	-5	-2	0	-5	-2
CCCCN(C1CCS(=O)(=O)C1)S(=O)(=O)c1ccc(C(C)C)cc1 (stereo unspecified)	1	1	-3	2.5	0	.	.	-2	5	.
Cc1cccc(-n2nc3c([n+]2[O-])CCc2nonc2-3)c1C	-2	-3	6	1.0	-4	2	-19	-1	-2	5
O=C(c1ccccc1)N1N=C(c2ccccc2O)CC1c1ccc(Br)cc1 (stereo unspecified)	-2	3	9	1.4	15	8	-25	-4	12	-1
Cc1ccc(S(=O)(=O)NCC(=O)N2CCCCC2)cc1	-15	1	1	-0.2	-31	-3	-23	0	20	-2
CCOc1ccc(-c2nc(N)ncc2Oc2ccc(OC)cc2)c(O)c1	2	3	2	-0.1	6	3	-7	.	52	0
O=C(CN1C(=O)C2CCCCN2C(=O)c2ccccc21)N1CCCc2ccccc21 (stereo unspecified)	3	5	14	-0.7	-11	-2	-12	-1	3	1
Cc1ccc(NC(=O)CSc2nc3c(c(=O)[nH]2)CCC3)cc1C	4	-3	-10	0.3	2	4	2	-3	-32	4
CCOC(=O)C1(Cc2ccccc2)CCN(Cc2ccc(C)s2)CC1	-3	2	21	-0.5	-4	1	13	-3	6	-2
COc1ccccc1CNC(=O)Cn1c(=O)c2cccn2c2cccnc21	-7	3	49	-0.3	4	4	-10	6	4	-5
COc1ccc(NC(=O)c2ccc3ccccc3n2)cc1S(=O)(=O)N1CCCCC1	13	4	2	1.1	8	-1	-22	-2	-122	-3
COc1ccccc1C(=O)NC(=O)Cn1nc(C)c([N+](=O)[O-])c1C	-3	2	26	-1.8	-2	.	.	-3	-1	.
O=C(O)Cn1cc(/C=N/Nc2ccc([N+](=O)[O-])cn2)c2ccccc21	6	-41	6	0.9	10	-1	-26	63*	-56	4
CN(CCc1ccccn1)C(=O)c1nn2c(C(F)(F)F)cc(-c3ccco3)nc2c1Cl	-5	2	19	-0.5	-18	1	8	-3	30	8
CCOC(=O)c1c(SC)n(-c2ccccc2)c(=S)n(-c2ccccc2)c1=O	1	1	5	-19	9	0	-5	-3	-19	-3
COc1ccc(C)cc1NC(=O)c1ccc(N(C)S(C)(=O)=O)cc1	8	-1	-11	?	20	-1	-18	0	-12	-2
CCO[C@@H]1OC(C(=O)N2CCN(C)CC2)=C[C@H](c2ccc(C(F)(F)F)cc2)[C@H]1CCCO	2	2	8	1.7	-6	10	-21	-6	-5	1
CCOC(=O)c1ccc(N=C2C(=S)N(c3ccc(C(=O)OCC)cc3)C(=N)N2/N=C/c2ccccc2)cc1	-27	3	7	0.1	-27	6	-24	5	-35	3
Cc1ccc(C)c(N2C(=O)CN=C2Nc2ccccc2Cl)c1	-3	-1	46	0.0	-6	-1	-1	-3	0	-6
COc1ccc(C(=O)N(CCN2CCOCC2)CC(=O)NC2CCCC2)cc1OC	5	-2	23	0.1	3	0	11	0	6	0
CCC(C)NC(=O)Cn1c(COc2ccc(Cl)cc2Cl)nc2ccccc21 (stereo unspecified)	15	1	17	2.4	28	-3	-22	-6	-122	4
CC(=O)N(C(C)=O)C1=C(C#N)C2(CCCCC2)Cc2ccccc21	1	6	6	0.0	9	6	-2	-1	2	1
CCOC(=O)Cc1nnc(NC(=O)C(CC)Sc2nncn2C)s1 (stereo unspecified)	-2	2	12	-0.1	4	1	-24	-3	4	1
CC(=O)Nc1ccc(N(C(=O)CNC(=O)c2ccco2)C(C(=O)NCc2ccco2)c2ccccc2F)cc1 (stereo unspecified)	-2	-4	12	0.0	-5	3	-18	6	-9	1
CCCn1c(SC(C)C(=O)NCC2CCCO2)nc2cc(Cl)ccc2c1=O (stereo unspecified)	11	-1	-10	-0.4	27	.	.	-2	29	.
Cc1ccc(NC(=O)CSc2ccccc2NC(=O)c2ccccc2Cl)cc1Cl	6	1	12	0.8	4	-3	-8	-1	-30	4
Nc1nc(N)nc(-c2ccccc2-c2nc(N)nc(N)n2)n1	-1	2	15	-23	-4	1	-13	6	-5	-4
COc1cc2nc(/C=C/c3ccc(N(C)C)cc3)sc2cc1SC	.	.	.	.	.	-5	-6	-4	.	-8
Cc1onc(-c2c(F)cccc2Cl)c1C(=O)Nc1nnc(-c2ccccc2)s1	-2	-2	7	-0.4	2	3	-33	-1	-5	-3
O=C(CCC1CCCC1)NCCCN1CCOCC1	2	2	14	0.5	0	-1	-35	-2	3	-6
CC1(c2ccccc2)NC(=O)N(CC(=O)Nc2ccccc2N2CCCCC2)C1=O (stereo unspecified)	-5	4	0	-0.3	5	.	.	3	16	.
CC12CCC(=O)N1C(C(=O)Nc1ccc(F)c(Cl)c1)CS2 (stereo unspecified)	-6	-3	-71	-0.2	3	.	.	0	1	.
COc1ccccc1NC(=O)C(=O)Nc1ccccn1	28	0	7	2.8	59*	4	-46	-2	-167	8
C/C(=N\NC(=O)c1cc(-c2ccc(C)s2)[nH]n1)c1ccncc1	11	0	2	0.4	16	-5	-14	6	-18	1
O=C(COc1ncnc2ccccc12)NCc1ccco1	-2	1	2	-0.6	-11	0	-5	0	10	5
CCCc1cc(=O)[nH]c(N/N=C/C=C\c2ccccc2)n1	-10	1	16	0.1	-5	4	-28	-1	17	2
CC(C(=O)c1ccc(-c2ccccc2)cc1)[n+]1cccc(NC(=O)c2ccccc2)c1 (stereo unspecified)	-6	-13	39	0.5	5	-2	-12	13	0	-2
CCOC(=O)C1=C(C)NC(=O)NC1c1ccc(N2CCC(c3ccccc3)=N2)cc1 (stereo unspecified)	27	2	4	-0.5	67*	3	-67	0	-33	10
Cc1ccc(N=Nc2c(N)n(-c3ccccc3)[nH]c2=O)cc1	12	-2	14	2.3	37	1	16	-2	-154	5
CCOC(=O)c1c(CC(C)C)csc1/N=C/C1=C(O)CCCC1=O	-1	-4	-6	-0.5	-1	-3	-2	4	.	-8
CCCCOc1ccc(C(=O)N2CCN(c3ncccn3)CC2)cc1	1	2	-3	1.2	-18	1	-10	-1	0	-4
Fc1cccc(/C=N/Nc2nccnc2Cl)c1	3	-7	-5	78*	2	3	-98	8	-106	13
CCOC(=O)c1ccccc1-c1csc(N)n1	1	-1	10	0.1	-4	0	-5	-2	10	6
CCOC(=O)C1(CCCc2ccccc2)CCN(C(=O)CCc2cnccn2)CC1	8	2	18	0.1	2	1	-2	1	-11	-4
